Screens: PubChem, National Center for Advancing Translational Sciences (NCATS)
ALOX12 inh: Primary qHTS assay for inhibitors of human arachidonate 12S-lipoxygenase (ALOX12): Round 2 | Polyunsaturated fatty acid lipoxygenase ALOX12 (Homo sapiens), P18054 | purified 12hLO, xylenol orange hydroperoxide absorbance | Potency, µM (top dose mostly 108 µM), inactives show top-dose activity change, negative = inhibition, hits mostly inhibitors | 580,000 tested, 1.1% active | AID 1671190, 2021; also: potency is read from the fitted curve at half-maximal effect; % is scaled to controls: 0 for no effect and ±100 for the full control effect
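Purified human 12hLO (150 nM final) in 25 mM Hepes, 0.01% Triton X-100, pH 7.0 was preincubated 15 min at room temperature with compound. Then 40 uM arachidonic acid was added, 30 min. Hydroperoxide was read by Fe-XO absorbance ratio 573/405 nm.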
POLH inh: qHTS for Inhibitors of Polymerase Eta; recombinant Pol eta, fluorescent DNA replication assay; Potency, µM (doses to about 114 µM), without a hit: at the highest dose activity change, negative = inhibition, usual class: inhibitors; 390,000 tested, 1.2% active; AID 588591, 2011; also: potency is read from the fitted curve at half-maximal effect; % is scaled to controls: 0 for no effect and ±100 for the full control effect
Target sequence (Q9Y253 whole entry, looked up): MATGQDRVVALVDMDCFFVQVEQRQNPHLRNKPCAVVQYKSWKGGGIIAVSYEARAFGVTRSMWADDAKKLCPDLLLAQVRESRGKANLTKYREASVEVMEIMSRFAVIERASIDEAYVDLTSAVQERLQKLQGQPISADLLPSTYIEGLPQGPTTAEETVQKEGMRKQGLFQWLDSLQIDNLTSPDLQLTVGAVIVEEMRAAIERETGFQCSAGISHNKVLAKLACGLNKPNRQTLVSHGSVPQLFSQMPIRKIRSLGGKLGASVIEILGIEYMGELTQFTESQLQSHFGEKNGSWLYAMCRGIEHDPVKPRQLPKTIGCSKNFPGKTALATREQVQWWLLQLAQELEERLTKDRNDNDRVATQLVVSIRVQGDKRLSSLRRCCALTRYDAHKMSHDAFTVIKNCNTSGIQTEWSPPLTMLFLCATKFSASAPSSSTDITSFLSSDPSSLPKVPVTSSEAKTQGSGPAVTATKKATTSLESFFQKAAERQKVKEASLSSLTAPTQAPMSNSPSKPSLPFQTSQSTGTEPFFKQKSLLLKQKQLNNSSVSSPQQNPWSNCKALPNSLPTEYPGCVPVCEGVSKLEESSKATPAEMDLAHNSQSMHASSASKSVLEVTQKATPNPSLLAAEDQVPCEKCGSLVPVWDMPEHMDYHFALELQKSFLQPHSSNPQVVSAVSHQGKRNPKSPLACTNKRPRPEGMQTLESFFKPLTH
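Pol eta at 10 nM preincubated with compounds 15 min at room temperature; reaction started with fluorescent substrate (50 nM final) and read kinetically at 0 and 10 min.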
Pol kappa inh: qHTS for Inhibitors of Polymerase Kappa. Potency, µM (doses to about 107 µM), for the others: top-dose activity, negative = inhibition, hits mostly inhibitors. purified Pol kappa, fluorescent DNA synthesis assay, 10 min. DNA polymerase kappa (Homo sapiens), Q9UBT6. 400,000 tested, 0.53% active; also: potency is read from the fitted curve at half-maximal effect; % is scaled to controls: 0 for no effect and ±100 for the full control effect
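Kinetic fluorescence readout at 0 and 10 min followed reaction start with substrate at 50 nM final. Beforehand, enzyme (10 nM Pol kappa) stood 15 min with compound at room temperature; buffer-only wells were negative controls.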
POLB inh: qHTS Assay for Inhibitors of DNA Polymerase Beta | P06746 | Pol beta primer extension/strand displacement, fluorescence kinetic | Potency, µM (titrated, usually from 114 µM), for inactives: at the highest dose activity change, negative = inhibition, hits mostly inhibitors | 340,000 tested, 1.3% active; also: potency is read from the fitted curve at half-maximal effect; % is scaled to controls: 0 for no effect and ±100 for the full control effect
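Values derive from four-parameter Hill fits of normalized kinetic data: reads at 0 and 10 min following addition of 50 nM substrate to 10 nM Pol beta preincubated 15 min with compound.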
APE1 inh: qHTS Assay for Inhibitors of the Human Apurinic/apyrimidinic Endonuclease 1 (APE1); DNA repair nuclease/redox regulator APEX1 (Homo sapiens), P27695; recombinant APE1, TAMRA/BHQ-2 abasic DNA cleavage fluorescence; Potency, µM (top dose mostly 65.8 µM), inactives show top-dose activity change, negative = inhibition, usual class: inhibitors; 350,000 tested, 0.35% active;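 also: potency is read from the fitted curve at half-maximal effect; plate controls were vehicle for no effect and reference inhibitor for full effect; nearly all actives have a fitted effect of over 55% in size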
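Enzyme (0.75 nM final) and test compound are incubated 15 min at room temperature before adding 50 nM quenched THF abasic-site duplex. Cleavage dequenches TAMRA, followed at 525/598 nm over three reads one minute apart.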
RGS4 inh: Inhibitors of Regulator of G Protein Signaling (RGS) 4: qHTS; Regulator of G-protein signaling 4 (Homo sapiens), P49798; Transcreener GDP fluorescence polarization, RGS4-accelerated GTP hydrolysis; AID 504845, 2011; 390,000 tested, 0.039% active; Potency, µM (series often up to 114 µM), for the others: at the highest dose activity change, negative = inhibition, hits mostly inhibitors; also: potency is read from the fitted curve at half-maximal effect; % is scaled to controls: 0 for no effect and ±100 for the full control effect; nearly all actives have a fitted effect of over 75% in size; some results filed as inactive show a strong effect at the top dose
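MLSMR compounds (23 nl, pin-transferred) preincubated 10 min at room temperature with a 500nM (2x) first reagent, then RGS4 at 900nM (2x) plus Transcreener GDP mix added; fluorescence polarization (620/688 nm) read before and after 90 min at 30 °C.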
Apoferritin bind: qHTS Assay for Identification of Novel General Anesthetics; Ferritin light chain (Equus caballus), P02791; apoferritin/1-aminoanthracene competitive binding, fluorescence; Potency, µM (series often up to 77.5 µM), for the others: top-dose activity change, negative = displacement, usual class: inhibitors; 350,000 tested, 0.074% active; AID 485281, 2010; also: potency is read from the fitted curve at half-maximal effect; % is scaled to controls: 0 for no effect and ±100 for the full control effect; nearly all actives have a fitted effect of over 20% in size
Target sequence (P02791 2-175 limits assumed): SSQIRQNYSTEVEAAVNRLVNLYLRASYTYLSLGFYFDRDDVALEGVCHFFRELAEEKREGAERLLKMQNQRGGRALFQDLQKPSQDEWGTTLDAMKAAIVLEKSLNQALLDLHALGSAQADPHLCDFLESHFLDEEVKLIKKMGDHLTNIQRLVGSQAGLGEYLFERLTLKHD
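Probe: 1-aminoanthracene (50% saturated, PBS). Protein: horse-spleen apoferritin, 10 uM. Incubation: 10 min, room temperature. Detection: 380 nm excitation, 535 nm emission. Analysis: normalized response, four-parameter Hill.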
LDHA inh: qHTS assay for inhibitors of human lactate dehydrogenase; purified LDHA, NADH/diaphorase-resazurin fluorescence; hits give low values; AID 1347041, 2019; L-lactate dehydrogenase A chain (Homo sapiens), P00338; 480,000 tested, 0.15% active; activity change, % (values are at about 110 or 230 µM); in the data active = activity change below about -30%; inconclusive = mostly about -25% to -30%;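 also: plate controls were DMSO wells for no effect and wells without enzyme for full effect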
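Resorufin fluorescence (ex540/em590), read at 0 and 20 min after diaphorase/resazurin addition, reports the NADH left after a 5 min room-temperature reaction of 2 nM human LDH5 with 0.06 mM NADH and 0.2 mM pyruvate.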
ERG Ets-DNA blk: qHTS for Small Molecule Inhibitors of the ERG Ets/DNA interaction; fluorescence polarization, His-ERG Ets domain / labelled DNA; Potency, µM (titrated, usually from 76.9 µM), without a hit: top-dose FP activity, negative = inhibition, hits mostly inhibitors; 370,000 tested, 0.028% active; AID 624246, 2012; active = well fitted inhibition curve with a large enough effect in the polarisation, with a control signal flat; inconclusive = small, poorly fitted or top-dose-only effect, or effect the other way, or a change in a side signal; inactive = no such curve, though single readings can be large or run the other way; the % refers to the polarisation;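 also: polarization taken with two DNA probes labelled with fluorescein and Texas red; potency is read from the fitted curve at half-maximal effect; % of control where 0% means no effect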
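His-tagged ERG Ets domain (1 uM in the protein solution; 300mM KCl, 50mM Tris-HCl, 1mM EDTA, 1mM DTT, pH 7.5) received compound, then a probe mix of 5 nM fluorescein-DNA and 100nM Texas-615-DNA. Fluorescence polarization was read for both dyes.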
* = called active by the depositor; ? = inconclusive; · = not tested or not shown; & = joins results of further samples; [ ] = another dose, or the depositor's remark. Unless noted, calls follow the shape of the dose curve; as a rule, active = well fitted curve in the direction sought with a large enough effect; inconclusive = small, poorly fitted or top-dose-only effect, or another doubt; inactive = no such curve, though single readings can be large; an effect the other way counts as inactive or inconclusive.

Structure	RGS4 inh	APE1 inh	POLB inh	ALOX12 inh	ERG Ets-DNA blk	POLH inh	Apoferritin bind	Pol kappa inh	LDHA inh
N#Cc1ccncc1S(=O)c1ccc(Cl)cc1 (centres undefined)	-29%	58%[activator]	-4%	19%	-5%	-12%	9%	9%	0
CCCN1CCN(C(=O)CCc2nnc3ccc(N4CCN(c5cccc(OC)c5)CC4)nn23)CC1	-10%	6%	15%	205%	15%	-25%	-17%	10%	2
COc1cccc(NC(=O)C(Cc2ccccc2)NS(=O)(=O)c2ccc3c(c2)oc(=O)n3C)c1 (centres undefined)	-22%	·	23%	-22%	-1%	-15%	-13%	-3%	6
CN1CCN(S(=O)(=O)c2cccc(C(=O)N(C)C(c3ccccc3)c3ccccc3)c2)CC1	-3%	7%	·	15%	7%	-14%	·	-21%	-4
COCCNC(=O)C(c1ccc(O)cc1)N(Cc1cccs1)C(=O)CCC(=O)Nc1ccccn1 (centres undefined)	3%	40%	10%	-1%	-6%	0%	-1%	-5%	-4
Cc1cc(=O)[nH]c(N/N=C/c2c(F)c(F)c(F)c(F)c2F)n1	21%	24%	1%	6%	7%	-10%	-2%	1%	-1
CCCCN(CC)CCCNC(=O)Cn1ncc2c3ccccc3n(Cc3ccc(F)cc3)c2c1=O	-7%	·	46%[activator]	?	2%	-12%	-2%	-4%	-10
O=C(Nc1ccc(Oc2ccccc2)nc1)C1CCCCN1Cc1ccc(O)cc1 (centres undefined)	·	34%	-13%	-1%	·	·	-21%	·	·
CCC(C)(C)NC(=O)C(c1ccc(C)cc1)N(CCN1CCOCC1)C(=O)CNC(=O)c1cccs1 (centres undefined)	?	19%	0%	-2%	-7%	-3%	-10%	-10%	-4
CC12CCC(C(=O)Nc3cc(F)ccc3F)(CC1=O)C2(C)C (centres undefined)	3%	31%[activator]	7%	9%	-1%	-26%	-17%	4%	-4
COc1ccc(CCNC(=O)COC(=O)c2ccc(N3CCCC3=O)cc2)cc1	-16%	-6%	-10%	-11%	-1%	2%	1%	-4%	1
Nc1nc(SCc2ccc3c(c2)OCO3)n[nH]1	-23%	1%	46%	31%[activator]	0%	-5%	?	-23%	-2
N#Cc1ccc(N[C@@H]2CCN3C(=O)c4ccccc4[C@@H]3C[C@H]2O)cc1	7%	-10%	·	3%	-7%	-3%	·	-12%	-2
CCOC(=O)c1cc2c(=O)n3ccccc3nc2n(Cc2ccco2)c1=NC(=O)c1c(F)cccc1Cl	?	·	8%	?	-2%	-18%	87%[activator]	?	6
C=CCNC(=S)N/N=C/c1ccc(-c2ccc(Br)cc2)o1	-20%	-1%	-3%	-16%	0%	-10%	43%[activator]	-21%	-2
CN(C)/C=N/S(=O)(=O)c1cccn1-c1ncc(C(F)(F)F)cc1Cl	-11%	4%	29%	0%	-5%	-20%	-7%	-4%	-8
Cc1cc2nc(CS(=O)(=O)c3ccccc3)cc(=O)n2[nH]1	9%	6%	3%	?	-2%	-16%	-2%	-3%	-8
Cc1c(NS(=O)(=O)c2cccc(C(=O)NCc3cccc(Cl)c3)c2)c(=O)n(-c2ccccc2)n1C	9%	·	·	-10%	-9%	-8%	·	-8%	-3
Cc1ccc(-c2nc(CS(=O)(=O)CC(=O)NC(C)CCc3ccccc3)c(C)o2)cc1 (centres undefined)	6%	·	-9%	-18%	-14%	-6%	-9%	-12%	0
COc1ccc(OC)c(NC(=O)C(C)n2nc(C)c3c(C)n(-c4ccccc4)nc3c2=O)c1 (centres undefined)	10%	·	4%	?	10%	-10%	-4%	6%	3
O=C(NCCCC1CCCC1)C1CCC(=O)N(Cc2cccc(C(F)(F)F)c2)C1 (centres undefined)	-1%	6%	-20%	479%[activator]	-9%	-8%	-10%	-6%	0
O=C(CCC(=O)NNc1nc2ccccc2c2nc(-c3ccccc3)nn12)NCCCN1CCCC1=O	11%	-16%	7%	1%	-4%	-1%	-3%	8%	-1
COc1cc2c(cc1OC)/C(=C/C(=O)c1ccc([N+](=O)[O-])c(C)c1)NCC2	?	5%	-18%	-21%	1%	-12%	7%	-11%	2
COCCn1c(Cc2ccccc2)nnc1SCc1nc2ccccc2c(=O)[nH]1	7%	3%	71%	0%	-13%	-5%	-9%	-13%	1
Cc1nn(C)c(C(=O)Nc2c(C)nn(Cc3c(F)c(F)c(F)c(F)c3F)c2C)c1Br	5%	46%[activator]	56%	2%	-3%	-11%	-2%	2%	0
O=C(OCCN1CCOCC1)C1(c2ccccc2)CCCCC1	2%[56.9 µM]	0%&-1%&-5%	10%[57.1 µM]	?	11%	-1%[57.1 µM]	·	-3%[60.1 µM]	-1
CCCc1c(OCC(O)COc2ccc3c(=O)cc(C(=O)O)oc3c2CCC)ccc(C(C)=O)c1O (centres undefined)	·	-2%&-2%	·	?	·	·	-15%&-11%	5%&-8%[60.1 µM]	·
CCc1nc(SCC(=O)NC2CCCC2)c2oc3ccccc3c2n1	21%[11.4 µM]	10%	21%	-2%	1%	-14%	-2%	-1%	-3
CNC(=S)NNC(=O)c1oc2nc(-c3ccccc3)cc(C)c2c1N	?	-5%	14%	14%	13%	-17%	9%	2%	1
COc1ccc(CCN2C(=O)N(c3ccccc3)C(=O)C2CC(=O)Nc2ccccc2)cc1 (centres undefined)	13%	·	-1%	2%	1%	-22%	-15%	-5%	-2
N#CC(c1nc2ccccc2nc1N1CCCC1)S(=O)(=O)c1cccs1 (centres undefined)	-20%	4%	20%	?	10%	-13%	-14%	-12%	12
Cc1ccccc1C(NC(N)=O)c1ccccc1 (centres undefined)	-2%	9%	27%	10%	6%	-9%	2%	-11%	-2
COc1ccc(CNc2oc(COc3ccccc3Cl)nc2C#N)cc1	9%	-6%	5%	-11%	8%	-13%	-18%	-9%	-1
COc1ccc(CC(=O)Nc2cc(S(=O)(=O)N3CCOCC3)ccc2N2CCCC2)c(OC)c1	14%	·	·	?	-9%	-13%	·	-3%	3
O=C(O)c1cccc(COc2ccc(CO)cc2Cl)c1	7%	0%&-1%	10%	-2%	·	-1%	-5%	0%	-4
CCCOc1cc(N)ccc1C(=O)OCCN(CC)CC	-1%	8%	·	-27%	-8%	-16%	9%[29.3 µM]	-21%	-9
O=C1CSC(c2ccc([N+](=O)[O-])cc2)N1C1CCCCC1 (centres undefined)	-8%	13%	9%	1%	-7%	-17%	-4%	-12%	3
Oc1ccc(C=NC2CCCCC2)cc1	11%	5%	-1%	0%	-4%	-5%	-10%	-3%	-1
CCOc1cccc2sc(N(CCCN(C)C)C(=O)c3ccc(C(=O)c4ccccc4)cc3)nc12	18%	17%	-2%	?	10%	-19%	?	-4%	-1
COCCCn1c(=O)c2ccccc2n2c(=S)[nH]nc12	-22%	7%	2%	?	12%	-10%	-3%	-6%	-5
Cc1ccsc1/C=C1\CCC(C2CCCC2)C1=O (centres undefined)	-13%	9%	0%	-7%	34%[activator]	-17%	?	7%	9
CCC(=O)OCc1c(C(F)(F)F)nn(C)c1Sc1ccc(Cl)cc1	14%	-1%	7%	-1%	5%	-3%	-6%	-5%	0
Cc1nn(-c2ccccc2)c(-n2cccc2)c1C(=O)NCc1ccccc1Cl	-8%	·	-16%	-23%	-3%	-12%	151%[activator]	-9%	1
O=C(Nc1nc(-c2ccc(Cl)s2)cs1)c1ccco1	-19%	-3%	3%	-28%	3%	-26%	?	-4%	0
O=C1c2cccc3c(N4CCCCC4)ccc(c23)C(=O)N1c1ccc(O)cc1	-37%	11%	?	-10%	44%[activator]	?	-12%	-11%	0
CCOC(=O)CSc1nc(N)c(C#N)c(CC(C)C)c1C#N	7%	-9%	41%[activator]	-4%	6%	-8%	?	-3%	0
Cc1cc(-c2nnc(SCC(=O)c3ccc(Cl)cc3)o2)no1	7%	5%	-13%	-10%	0%	0%	-10%	-16%	1
CCCCn1nnc(NC(=O)c2ccc(-c3cccc(Cl)c3)o2)n1	10%	-5%	5%	·	1%	-21%	?	-21%	-4
COc1ccc2c(CC(=O)OCC(=O)N(C)c3c(N)n(Cc4ccccc4)c(=O)[nH]c3=O)coc2c1	-47%	·	·	3%	29%	-14%	·	-22%	-2
Cc1cc(=O)oc2c(CN3CCC(C)CC3)c(O)c(Cl)cc12	12%	?	16µM*	?	-30%	13µM*	529%[activator]	?	3

A portion of the library; rates above refer to the full screens.
